Growth percent in the NCI-60 one-dose screen (48 h, 10 µM unless noted): 100 = growth as untreated, 0 = no growth, -100 = all killed.
NCI-H522: NCI-H522 lung cancer; actives 8% (n = 78,000); AID 1794739
NCI/ADR-RES: NCI/ADR-RES ovarian cells | actives 4.4% (n = 81,000)
NCI-H460: NCI-H460 lung cancer; AID 1794736; actives 6.8% (n = 82,000)
OVCAR-5: OVCAR-5 ovarian cancer; actives 2.9% (n = 82,000)
OVCAR-8: OVCAR-8 ovarian cancer. actives 4.4% (n = 81,000)
NCI-H23: NCI-H23 lung cancer | actives 4% (n = 80,000)
NCI-H226: NCI-H226 lung cancer. actives 3.5% (n = 79,000)
NCI-H322M: NCI-H322M lung cancer. actives 2.7% (n = 80,000)
OVCAR-3: OVCAR-3 ovarian cancer. actives 7% (n = 79,000). AID 1794787
Active calls of the source: *; . = not tested or not shown; & = joins results of further samples; [ ] = another dose, or the depositor's remark. How the source made its calls: active means growth percent below 10; inactive means the rest. This is a subset; count on the stated rates, not on these rows.

mol,NCI-H522,NCI/ADR-RES,NCI-H460,OVCAR-5,OVCAR-8,NCI-H23,NCI-H226,NCI-H322M,OVCAR-3
CCCCC1(CC)COP(=O)(OCC(Cl)(Cl)Cl)OC1 (configuration not stated),.,111,104,96,100,109,102,91,103
Nc1ccncc1,103&94,110&110,116&111,105,100&109,109&109,106&96,104&100,121&123
CC(C)(C1CCC(O)CC1)C1CCC(O)CC1 (configuration not stated),102&83,100&99,106&105,106&98,104&105,99&100,107&104,97&127,98
C[C@@H]1CC[C@@]2(NC1)O[C@H]1C[C@H]3[C@@H]4CC=C5C[C@@H](O)CC[C@]5(C)[C@H]4CC[C@]3(C)[C@H]1[C@@H]2C,80,93,96,107,95,90,104,94,104
CC1=C(O)[C@@](C)(CCCCC[C@H](C)CCCCc2ccc(O)cc2)OOC1=O,65,88,108,103,93,85,107,95,86
Cn1c(=O)c2nncnc2n(C)c1=O,96,99,114,98,103,108,101,104,122
CCCCOP(=O)(OCCCC)c1ccccc1,99,100,103,.,106,102,103,99,107
ClCCN(CCCl)c1ccc(/C=C\c2ccnc3ccccc23)cc1,.,80,56,119,80,62,69,92,84
O=C(CC1(O)C(=O)Nc2ccccc21)c1ccc(C(=O)NCC2CCC3(CC2)OOC2(CCCCC2)OO3)cc1 (configuration not stated),55,87,77,106,45,50,64,89,74
COc1cc(CNC(=O)CN2CCCC2=O)ccc1O,90,99,105,97,106,95,84,94,106
O=C(c1ccccc1)C(F)(Cl)Cl,95,106,102,110,102,101,92,110,110
CC(=O)Nc1ccc([As](=O)(O)c2ccc([N+](=O)[O-])cc2)cc1,88,95,112,103,104,103,104,108,111
CC1=C(C)C(=O)C(C)=C(C)C1=O,.,102,106,100,107,100,103,110,122
CCCCCCCCCCOC(=O)CCN1CC1,102,.,106,103,97,101,101,108,102
Cc1cc(N)ccc1S(=O)(=O)F,.,113,108,96,105,119,119,97,93
O=C(CCF)c1ccc(O)cc1,88,105,.,97,99,94,105,101,109
CC(C)CCC1(CCO)C(=O)NC(=S)NC1=O,.,114,109,99,101,110,105,105,108
ClCCN(CCCl)c1ccc(/C=C/c2ccncn2)cc1,65,95,71,118,98,95,92,104,116
CCC(Br)C(N)=O (configuration not stated),100,106,103,107,110,106,96,101,108
Nc1c(Cl)c(Cl)nc(C(=O)O)c1Cl,99,101,102,111,94,104,102,81,107
COC1C(OC(=O)/C=C/C=C/C=C/C=C/C(=O)O)CCC2(CO2)C1C1(C)OC1CC=C(C)C (configuration not stated),78,90,38,78,.,84,90,72,103
O=[N+]([O-])c1cccc2c1Oc1ccccc1O2,.,100,109,105,83,106,131,131,94
O=C1C[C@@H]2OCC=C3C[N+]4([O-])CC[C@]56c7ccccc7N1[C@H]5[C@H]2[C@H]3C[C@@H]64 (some centres not stated),38,105&105,107&109,98&114,97&100,99&110,100&102,90&103,111&112
Clc1ccc(Br)cc1,102,107,111,98,103,100,98,113,120
CC(C)OC(=O)OCSP1(=O)OCC2OC(n3ccc(=O)[nH]c3=O)C(F)C2OP(=O)(O)OCC2OC(n3cnc4c(N)ncnc43)C(F)C2O1 (configuration not stated),63,99,107,108,90,103,93,102,100
CC(Br)C(=O)Nc1ccccc1 (configuration not stated),77,104,107,116,109,87,106,95,111
OCc1cnc[nH]1,106,106,107,119,100,99,102,108,135
O=C1NC(=O)C(=Cc2cn(CCCCCCn3c4ccccc4c(=O)c4ccccc43)c3ccccc23)C(=O)N1,73,84,34,23,92,82,67,86,99
Cc1sc2c(c1C)C(c1ccc(Cl)cc1)=N[C@@H](CC(=O)OC(C)(C)C)c1nnc(C)n1-2,2.7*,34,40,45,53,28,72,37,20
O=C(c1ccccc1)C(F)(F)Cl,100,100,104,108,108,97,95,98,107
COc1ccc(CO)cc1O,116,114,109,98,113,103,104,94,104
O=C(O)/C=C/c1ccccc1,81&102,104&106,108&105,90&100,100&104,99&104,98&106,114&126,124&137
C[C@]12CCc3nc(Nc4cccc(C(=O)O)c4)sc3C1=CC[C@@H]1[C@@H]2CC[C@]2(C)C(=O)CC[C@@H]12,95,100,108,111,103,107,100,113,102
COC(=O)[C@@H](C)C[C@H](Cc1ccccc1)NC(=O)c1csc([C@@H](C[C@H](C(C)C)N(C)C(=O)[C@@H](NC(=O)[C@H]2CCCN2C)C2CC2)OC(C)=O)n1,-9.6*,12,3.7*,47,33,23,24,51,-35*
Cn1cc(-c2csc(-c3cn(CCN4CCOCC4)c4ccccc34)n2)c2cccnc21,41,31,75,96,29,63,41,85,70
CC1(OO)CCC2CC1C2(C)C (configuration not stated),90,107,108,97,103,100,96,96,127

In a second layout: entries from further up.
Second line of a record – NCI-H522	NCI/ADR-RES	NCI-H460	OVCAR-5	OVCAR-8	NCI-H23	NCI-H226	NCI-H322M	OVCAR-3
- CC(Br)C(=O)Nc1ccccc1 (configuration not stated)
→ 77	104	107	116	109	87	106	95	111
- Cn1c(=O)c2nncnc2n(C)c1=O
→ 96	99	114	98	103	108	101	104	122
- Nc1c(Cl)c(Cl)nc(C(=O)O)c1Cl
→ 99	101	102	111	94	104	102	81	107

(more compounds)
mol,NCI-H522,NCI/ADR-RES,NCI-H460,OVCAR-5,OVCAR-8,NCI-H23,NCI-H226,NCI-H322M,OVCAR-3
CC12CCC3C4CCC(=O)C=C4CCC3C1CC1CC(=O)OC12 (configuration not stated),79,101,104,107,97,96,94,90,101
CN(C)c1ccc(N=Nc2ccc([As](=O)(O)O)cc2)cc1,90,113,110,113,102,101,115,117,111
CC1CN1P(=O)(c1ccccc1)N1CC1C (configuration not stated),108,101,108,98,106,103,.,103,117
Clc1cccc(NCOOC2(OOCNc3cccc(Cl)c3)CCCCC2)c1,15,37,77,82,30,44,95,74,80
CC(C)C1c2ccc(O)cc2Oc2nc(N)c(C#N)c(N)c21 (configuration not stated),86,102,107,104,96,105,94,94,124
CCCCN(CCCC)CC(O)c1ccc(I)cc1 (configuration not stated),97,101,100,88,100,101,102,99,93
COc1cccc2c1c(C(=O)C(=O)Nc1cc(C)no1)cn2Cc1ccc(F)cc1,73,-0.2*,71,76,82,79,76,95,3.4*
CCCCCN(CCCCC)CC(O)c1ccc(I)cc1 (configuration not stated),81,92,98,98,92,82,81,92,101
CC(O)c1cccc(Cl)c1 (configuration not stated),107,102,114,102,105,107,103,111,110
O=C(O)C1(c2ccccc2)OC1c1ccccc1 (configuration not stated),97,103,109,105,99,109,91,101,110
CCC(C)(C)O,.,110,104,90,108,111,102,.,111
CCCCCCCCOC(=O)CCN1CC1,121,.,115,104,102,111,94,107,108
COc1ccc(/C=C/C(=O)c2cc(S(=O)(=O)N(CCCl)CCCl)c(OC)cc2OC)cc1,90,79,86,98,84,.,87,89,116
NC(N)=NC(N)=NCCc1c[nH]c2ccc(O)cc12,120[100 µM],99[100 µM],106[100 µM],108[100 µM],113[100 µM],100[100 µM],105[100 µM],103[100 µM],104[100 µM]
Cc1ccc(C(Cc2ccccc2)NCCO)cc1 (configuration not stated),52,100,105,55,103,101,97,96,100
Cc1ccc(CCN)cc1,91,100,107,96,101,99,89,105,116
Cc1cc(Cl)ccc1OCC(=O)O,123,98,107,92,103,95,97,107,105
CCC1CN1P(=O)(OCCOC)N1CC1CC (configuration not stated),.,115,111,103,105,114,109,101,119
[Cl][Sn]([c]1ccccc1)([c]1ccccc1)[c]1ccccc1,-82*,-38*,-66*,-84*,-75*,-72*,-62*,-89*,-94*
Cn1cc([N+](=O)[O-])cc1C(=O)C(Cl)(Cl)Cl,.,118,116,107,103,114,94,97,114
OC1(c2ccc(Cl)cc2Cl)c2ccccc2C2=NCCN21 (configuration not stated),.,96,105,94,102,88,71,99,86
CC12CCC3c4ccc(O)cc4CCC3C1CCC2NC(=O)Cc1ccc(N(CCCl)CCCl)cc1 (configuration not stated),74,85,55,105,64,89,90,109,92
CC(C)N(CCCl)CCOc1ccc(Cl)cc1Cc1ccccc1,89,86,86,98,80,74,78,101,85
O=C(O)C1CCN1C12CC3CC(CC(C3)C1)C2 (configuration not stated),98,118,120,102,107,107,109,109,114
O=C1OC(c2cccnc2)=N/C1=C\c1ccc(Cl)cc1,114,88,94,89,100,92,81,.,87
CC1(C)N=C(N)N=C(N)N1c1ccc(CCCCc2ccc(Cl)c(S(=O)(=O)F)c2)c(Cl)c1,-15*,56,16,45,5.5*,20,44,45,30

Structural class: those above with a carbonyl joined to an NH by a bond outside any ring
mol,NCI-H522,NCI/ADR-RES,NCI-H460,OVCAR-5,OVCAR-8,NCI-H23,NCI-H226,NCI-H322M,OVCAR-3
O=C(CC1(O)C(=O)Nc2ccccc21)c1ccc(C(=O)NCC2CCC3(CC2)OOC2(CCCCC2)OO3)cc1 (configuration not stated),55,87,77,106,45,50,64,89,74
COc1cc(CNC(=O)CN2CCCC2=O)ccc1O,90,99,105,97,106,95,84,94,106
CC(=O)Nc1ccc([As](=O)(O)c2ccc([N+](=O)[O-])cc2)cc1,88,95,112,103,104,103,104,108,111
CCC(Br)C(N)=O (configuration not stated),100,106,103,107,110,106,96,101,108
CC(Br)C(=O)Nc1ccccc1 (configuration not stated),77,104,107,116,109,87,106,95,111
COC(=O)[C@@H](C)C[C@H](Cc1ccccc1)NC(=O)c1csc([C@@H](C[C@H](C(C)C)N(C)C(=O)[C@@H](NC(=O)[C@H]2CCCN2C)C2CC2)OC(C)=O)n1,-9.6*,12,3.7*,47,33,23,24,51,-35*
COc1cccc2c1c(C(=O)C(=O)Nc1cc(C)no1)cn2Cc1ccc(F)cc1,73,-0.2*,71,76,82,79,76,95,3.4*
CC12CCC3c4ccc(O)cc4CCC3C1CCC2NC(=O)Cc1ccc(N(CCCl)CCCl)cc1 (configuration not stated),74,85,55,105,64,89,90,109,92

Assay outcomes as filed in PubChem BioAssay.
